Screening data deposited in PubChem by several laboratories.
SARS 3CLpro inh: SARS-CoV 3CLpro protease inhibitors, primary screen, biochemical, quenched FRET. recombinant SARS-CoV 3CLpro, quenched FRET peptide cleavage. inhibition, % at 6 µM. actives 0.14% (n = 290,000). AID 1706, 2009; in the data active means inhibition above about 12%
BoNT A protease: BoNT/A light chain protease inhibitors, primary screen, biochemical, flow cytometry, MLPCN library | Botulinum neurotoxin type A light chain protease (Clostridium botulinum A str. ATCC 3502) | multiplex microsphere protease substrate cleavage | inhibition, % at 10 µM | actives 0.17% (n = 360,000); further: plate controls were buffer without enzyme for full effect and enzyme alone for no effect
MazEF act: activators of E. coli MazEF toxin-antitoxin RNase, primary screen, biochemical, fluorescence, uHTS; Endoribonuclease toxin MazF (Escherichia coli (strain K12)), P0AE70; actives 0.32% (n = 350,000); FAM/BHQ RNA-DNA oligo cleavage fluorescence, 5 h; activation, % at 20 µM; in the data active means activation above about 50%
Target sequence (P0AE70 whole entry, looked up): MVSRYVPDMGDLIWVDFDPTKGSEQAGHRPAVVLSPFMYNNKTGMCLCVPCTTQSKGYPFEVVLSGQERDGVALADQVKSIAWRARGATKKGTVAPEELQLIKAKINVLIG
SSB-PriA inh: inhibitors of Klebsiella pneumoniae PriA binding to SSB C-terminal tail, primary screen, biochemical, AlphaScreen; actives 0.6% (n = 430,000); inhibition, % at 33 µM; PriA–SSB C-terminal tail interaction (Klebsiella pneumoniae); AlphaScreen SSBct-PriA binding, biotinylated peptide; AID 1272365, 2023; in the data active means inhibition mostly above about 37%, no sharp cut-off; inactive means mostly below about 20%;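 further: plate controls were negative control peptide for no effect and reference peptide for full effect; strong numbers were not always called active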
Rv3671c protease: Rv3671c serine protease inhibitors, primary screen, biochemical, fluorescence polarization, M. tuberculosis H37Rv; P9WHR9; inhibition, % at 5.96 µM; actives 0.048% (n = 320,000); AID 2606, 2010; in the data active means inhibition above about 38%;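 further: extracellular domain of Rv3671c used as enzyme; 0% = enzyme with DMSO and 100% = no enzyme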
Target sequence (P9WHR9 whole entry, looked up, the tested form may be a part): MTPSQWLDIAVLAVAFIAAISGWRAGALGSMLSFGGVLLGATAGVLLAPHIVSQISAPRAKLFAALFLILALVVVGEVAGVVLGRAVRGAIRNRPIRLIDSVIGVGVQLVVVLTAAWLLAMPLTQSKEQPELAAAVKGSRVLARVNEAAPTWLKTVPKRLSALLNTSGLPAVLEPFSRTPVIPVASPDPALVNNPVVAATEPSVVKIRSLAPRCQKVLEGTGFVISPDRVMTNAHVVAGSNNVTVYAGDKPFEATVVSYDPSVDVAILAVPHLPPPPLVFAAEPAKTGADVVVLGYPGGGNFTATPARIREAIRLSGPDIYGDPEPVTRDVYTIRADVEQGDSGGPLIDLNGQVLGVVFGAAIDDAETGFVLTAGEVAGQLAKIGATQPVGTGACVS
PrPC TRFRET: inhibitors of human cell surface prion protein PrPC, primary screen, cell-based, TR-FRET. Major prion protein (Homo sapiens), P04156. TR-FRET read-out. inhibition, % at 13.8 µM. actives 0.43% (n = 370,000); in the data active means inhibition above about 24%; further: 0% = median of the test wells and 100% = reference compound wells
CCHFV vOTU inh: CCHFV vOTU protease inhibitors, primary screen, biochemical, Pep-AMC substrate, fluorescence; Crimean-Congo hemorrhagic fever virus L polyprotein viral ovarian tumor (vOTU) protease …; inhibition, % at 11.5 µM; actives 0.55% (n = 370,000); AID 651958, 2012; in the data active means inhibition above about 30%; further: 0% = vehicle wells with enzyme and 100% = no enzyme wells
Anthrax LF prot: Bacillus anthracis LF protease inhibitors, primary screen, biochemical, multiplex microsphere, MLPCN library. Lethal factor (Bacillus anthracis), P15917. multiplex microsphere protease cleavage assay. inhibition, % at 10 µM. actives 0.12% (n = 360,000). AID 588501, 2011; further: plate controls were buffer without enzyme for full effect and enzyme alone for no effect
BoNT-F LC inh: BoNT/F light chain protease inhibitors, primary screen, biochemical, flow cytometry, MLPCN library. inhibition, % at 10 µM. actives 0.22% (n = 360,000). Multiplex microsphere protease cleavage assay. AID 588497, 2011; in the data active means inhibition above about 35%, passing the limit was not always enough; inconclusive means no clear call, values can overlap the other calls; further: plate controls were buffer without enzyme for full effect and enzyme alone for no effect
DUSP3 inh: VHR1 phosphatase inhibitors, primary screen, biochemical, absorbance, uHTS. recombinant VHR phosphatase, pNPP absorbance. actives 0.52% (n = 290,000). inhibition, % at 13.3 µM. AID 1654, 2009; in the data active means inhibition above about 50%; further: some compounds called inactive have numbers as strong as hits
Target sequence (P51452 whole entry, looked up): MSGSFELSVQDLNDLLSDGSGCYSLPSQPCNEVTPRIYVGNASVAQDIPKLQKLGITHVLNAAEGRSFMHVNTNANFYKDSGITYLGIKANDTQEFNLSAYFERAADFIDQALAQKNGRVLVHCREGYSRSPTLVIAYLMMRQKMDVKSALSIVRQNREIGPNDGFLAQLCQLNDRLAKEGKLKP
An asterisk follows results filed as active; ? = inconclusive; / = no result given. Unless noted, no stated cut-off is given here; in the data, active means inhibition above about 30%; inconclusive means no clear call, values can overlap the other calls; inactive means below that. The list is partial; rates above refer to the full screens.

structure,SARS 3CLpro inh,BoNT A protease,MazEF act,SSB-PriA inh,Rv3671c protease,PrPC TRFRET,CCHFV vOTU inh,Anthrax LF prot,BoNT-F LC inh,DUSP3 inh
Cc1ccc(C2(SCC(N)C(=O)O)c3ccccc3-c3ccccc32)cc1 (centres undefined),/,-0.1,-7.5,-2.5,/,5.7,8.6,2.1,-1.2,/
NC(=O)N(CCC(=O)O)c1ccccc1,-3.6,-0.4,6.9,0.5,6.8,-4.4,-2.8,-1.4,-3.9,-1.7
Cc1ccccc1-c1cccc([C@@H]2C[C@H]3CN(Cc4cccnc4)C(=O)[C@]34CCCN24)c1,-0.9,-0.4,-7.6,2.1,13.9,-7.3,3.4,0.1,9.7,30.9
COc1cccc(-c2nn(-c3ccccc3)cc2CN2CCCO2)c1,3.1,-0.5,7.4,-5.9,1.1,2.4,-2.0,-0.4,0.3,13.9
O=C(O)C/C(=C\c1ccc2c(c1)OCO2)c1nc2ccccc2s1,1.1,1.1,13.2,1.2,0.6,-2.9,13.6,-22.0,-2.8,-11.2
CCc1ccc(Nc2nnc(SCC(=O)Nc3cccnc3Cl)s2)cc1,-1.0,1.5,-6.7,-7.9,0.8,0.6,-2.2,2.8,11.0,17.6
COc1ccccc1CNC(=O)CSC(=S)N1CCCC1,/,5.6,0.3,-15.9,-1.1,-1.4,-6.4,-0.7,2.9,/
COc1cccc(-c2c(-c3cc(OC)cc(OC)c3)n(C)c3ccc(-c4ccc5cc[nH]c5c4)cc23)c1,/,0.5,-5.7,-5.7,3.3,2.5,-3.6,-5.9,-5.2,/
O=C(CCNC(=O)c1ccc(Br)cc1)NCc1ccccn1,/,-1.9,0.5,-0.9,4.2,-4.8,5.2,-3.4,-9.2,/
O=C(Cn1cc(C(=O)c2cccs2)c2ccccc21)NCc1ccc2c(c1)OCO2,1.9,0.4,-6.0,-1.3,-6.2,3.8,11.6,-10.5,-11.0,39.8
CCN(Cc1ccccc1)S(=O)(=O)c1nc2nc(C)c(C)c(C)n2n1,2.8,-2.4,2.6,-14.1,7.4,-2.8,2.6,-0.5,-4.0,2.9
COc1cccc(OC)c1C1=NCC(=O)Nc2c1oc1ccc(Br)cc21,-2.4,-0.9,1.0,18.6,-2.7,5.6,-0.1,-1.8,-7.3,-1.0
CCC(C(=O)NCc1ccc(C)o1)n1nc(C)c2c(C)n(-c3ccccc3)nc2c1=O (centres undefined),0.5,1.9,2.0,-4.7,4.8,2.0,-4.5,3.6,3.4,1.3
COc1cccc(NC(=O)CN2C(=O)NC3(CCCC3)C2=O)c1,2.8,1.3,1.8,3.6,-4.0,-1.6,4.3,1.3,-2.5,25.9
CCOc1ccc(/C=N/NC(=O)COc2ccccc2-c2ccccc2)cc1,2.1,0.2,-0.3,/,-10.3,-1.0,20.2,-2.8,18.3,37.9
CN(C)S(=O)(=O)c1ccc(Cl)c(NC(=O)CN2CCCC2)c1,0.5,-0.3,2.1,-3.8,3.0,-1.4,-6.7,15.2,-35.4,0.0
C[C@]12c3[nH]c4cc(-c5ccco5)ccc4c3CCN1C(=O)[C@@H](CC(=O)NCc1ccco1)C[C@@H]2C(=O)N1CCCCC1,/,-0.1,4.5,1.0,/,4.7,-15.5,-4.2,-2.1,/
Cc1cc2c(c(=O)o1)C(Cc1ccccc1)C(C#N)=C(N)O2 (centres undefined),5.8,-0.1,7.3,-4.4,0.7,-2.0,12.7,1.1,-2.4,-22.6
CCOc1ccc(N2C(=O)Nc3ccccc3C2(O)C(=O)NCc2ccc3c(c2)OCO3)cc1 (centres undefined),-3.8,1.1,0.3,-20.0,-2.5,-9.7,-6.5,6.1,4.0,18.6
CCOC(=O)N1CCN(C(=O)c2cc3c(=O)n(C)c4ccccc4c3n2C)CC1,-0.1,-1.1,0.1,-2.8,3.0,5.9,-2.0,0.5,-4.4,25.0
COc1ccc(NC(=O)c2c(-c3ccccc3Cl)noc2C)c(OC)c1,1.4,-0.3,-0.8,-8.4,8.6,2.4,-13.1,-1.5,-5.5,-6.6
O=C(Nc1ccccc1)Nc1nnc(SCc2ccc(Cl)cc2)s1,2.8,0.6,-3.9,-17.6,-0.5,-3.2,7.4,-0.1,0.3,-3.8
CCOC1=NS(=O)(=O)c2ccccc21,5.6,-0.5,-3.3,-5.6,-2.2,1.8,-2.5,0.1,-0.3,-17.5
COc1ccc(C2c3c(ccc4ccccc34)Oc3ncn4nc(-c5ccco5)nc4c32)cc1OC (centres undefined),4.5,0.5,-3.6,1.4,-16.4,5.3,19.2,0.2,3.2,2.9
CC[C@H](C)[C@H]1CNC(=S)N1CC1CCN(CCC(C)(C)C)CC1,/,0.4,4.2,-16.4,/,-3.2,9.4,-1.3,2.6,/

An excerpt of these results, with values under each structure:
Order of results: SARS 3CLpro inh | BoNT A protease | MazEF act | SSB-PriA inh | Rv3671c protease | PrPC TRFRET | CCHFV vOTU inh | Anthrax LF prot | BoNT-F LC inh | DUSP3 inh
C[C@]12c3[nH]c4cc(-c5ccco5)ccc4c3CCN1C(=O)[C@@H](CC(=O)NCc1ccco1)C[C@@H]2C(=O)N1CCCCC1
  / | -0.1 | 4.5 | 1.0 | / | 4.7 | -15.5 | -4.2 | -2.1 | /
Cc1cc2c(c(=O)o1)C(Cc1ccccc1)C(C#N)=C(N)O2 (centres undefined)
  5.8 | -0.1 | 7.3 | -4.4 | 0.7 | -2.0 | 12.7 | 1.1 | -2.4 | -22.6

Next part:
structure,SARS 3CLpro inh,BoNT A protease,MazEF act,SSB-PriA inh,Rv3671c protease,PrPC TRFRET,CCHFV vOTU inh,Anthrax LF prot,BoNT-F LC inh,DUSP3 inh
Cc1ccc(OCCSc2nnc(NC(=O)c3ccco3)s2)cc1,-6.4,0.2,0.5,-13.7,-1.6,3.3,1.2,8.5,11.1,9.1
COc1ccc(C(N)=S)c(OC)c1,-1.3,-0.2,3.2,5.7,-3.6,-1.7,-12.4,1.7,-0.6,-0.1
CCn1c(Cn2nnc(-c3ccccc3)n2)nnc1SCc1ccc(Cl)c(Cl)c1,1.5,-0.2,-13.0,-22.3,-5.0,6.4,17.0,-2.3,-10.4,-1.5
COC(=O)c1c(-c2ccc(F)cc2)csc1NC(=O)c1ccco1,8.1,-0.5,-7.1,-6.7,-0.4,-6.8,-3.2,-1.0,-0.4,-7.5
CC(=O)/C(=N\Nc1ccccc1Cl)Sc1cccc2cccnc12,6.3,0.9,-10.4,/,-6.2,-2.2,-16.0,-2.8,5.5,-12.9
COc1cc(C(c2c(C)[nH][nH]c2=O)c2c(C)[nH][nH]c2=O)cc(Br)c1OC,1.5,-4.6,4.0,-16.2,-11.7,-0.4,-6.3,-9.4,?,27.6
CC(C)NC(=O)NNC(=O)c1nn(-c2ccc(F)cc2)ccc1=O,-1.6,-1.0,-1.4,-1.0,-0.2,-6.4,-6.8,-12.1,-13.4,-4.8
CCN(CC)CCN1c2ccccc2Sc2ccc3ccccc3c21,1.0,-3.6,5.4,13.1,9.3,-1.4,3.0,0.7,2.6,17.9
Cc1ccc(S(=O)(=O)N2CCOCC2)cc1C(=O)NC1CCCC1,-3.5,-0.4,1.4,-4.0,-2.8,5.3,-7.2,-0.9,-0.2,-2.7
COc1ccccc1-c1cc(C(F)(F)F)nc(S(=O)(=O)CCCC(=O)N2CCCCC2C)n1 (centres undefined),3.4,0.1,-9.2,-11.0,-1.4,-6.0,6.9,0.6,-2.1,25.0
Oc1cc2ccccc2cc1-c1n[nH]c(=S)o1,3.0,-0.1,1.9,2.2,-0.7,-4.1,5.5,-1.1,0.5,13.9
Cc1ccc(-c2csc3ncnc(Cl)c23)cc1,3.5,0.6,3.8,-8.4,-7.7,8.5,2.0,-0.9,-3.0,-7.4
O=C(NC(=S)Nc1cc(-c2nc3ccccc3[nH]2)ccc1Cl)c1ccc2c(c1)OCO2,3.8,0.0,-6.0,-7.2,-32.5,-2.3,-10.1,-1.0,3.2,0.1
Cc1nc2oc3ccc(F)cc3c(=O)c2cc1C(=O)NC(C)(C)C,4.7,-0.3,4.8,-3.9,7.0,-3.8,0.6,-0.8,-12.6,-2.8
O=C(NC1CCSC1=O)C1CCCCC1 (centres undefined),0.9,-0.9,21.9,20.8,9.5,-1.6,7.5,-3.6,-1.1,25.2
CCCn1c(N)c(C(=O)COC(=O)CNC(=O)c2ccccc2OCC)c(=O)[nH]c1=O,/,-0.6,-7.5,-4.6,0.9,4.7,0.9,-2.4,-4.6,/
CC(/C=C/c1ccc2c(c1)OCO2)=N\NC(=O)c1cccc([N+](=O)[O-])c1,3.6,-1.2,6.0,/,-5.3,-8.3,5.0,3.8,-5.7,6.4
O=C(O)C1CCC(=O)N(C2CCCCC2)C1c1ccccc1 (centres undefined),-1.7,0.0,-2.1,-0.6,-5.3,-1.6,-2.2,-1.6,0.8,-5.3
CCOc1ccc(S(=O)(=O)N(C)c2ccc(OCC(=O)NC3=NCCS3)cc2)cc1,-1.1,-0.4,-2.7,-8.8,13.8,-9.8,1.4,-0.4,-12.0,36.4
COCCn1c(SCC(=O)N2CCCCC2)nc2ccccc2c1=O,2.3,-0.1,-0.5,-4.3,-1.6,-7.0,-4.2,-1.2,-0.1,-11.5
Cc1ccc(C2(C)NC(=O)N(CC(=O)NNC(=O)c3ccccc3)C2=O)cc1 (centres undefined),/,2.6,6.0,-9.4,-2.1,-5.9,-0.6,-3.1,9.0,/
C/C(=N/NC(=O)c1ccc2nc[nH]c2c1)c1cccs1,-0.4,0.1,3.5,/,7.0,5.1,-6.2,0.8,-2.8,17.7
CC1CCN(S(=O)(=O)c2cc(Cl)ccc2Br)CC1,-6.0,-0.4,-13.6,-20.6,-3.4,-1.5,12.8,0.2,-3.5,7.1
O=C(CCN1C(=O)c2ccccc2C1=O)CN1CCOCC1,-4.6,-1.0,6.7,-16.6,3.8,2.7,-8.5,-1.6,-10.1,30.7

Copied from the list:
Value for COCCn1c(SCC(=O)N2CCCCC2)nc2ccccc2c1=O in MazEF act: -0.5
Value for Cc1ccc(OCCSc2nnc(NC(=O)c3ccco3)s2)cc1 in SARS 3CLpro inh: -6.4
